Compound activity as filed in PubChem BioAssay.
Vif-APOBEC3G blk = qHTS for Inhibitors of Vif-A3G Interactions: qHTS; AID 602310, 2012; hit rate 0.076% among 410,000; Potency, µM (top dose mostly 46.1 µM), for the others: at the top dose activity, negative = active, hits mostly inhibitors; HeLa A3G-eYFP + Vif (tagged APOBEC3G with the HIV-1 protein that degrades it), YFP fluorescence, overnight;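 note: % is set by controls: 0 for no effect and ±100 for the full control effect; nearly all actives have a fitted effect of over 60% in size; hits raise eYFP signal because A3G escapes Vif-driven loss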
Target sequence (Q9HC16 whole entry, looked up): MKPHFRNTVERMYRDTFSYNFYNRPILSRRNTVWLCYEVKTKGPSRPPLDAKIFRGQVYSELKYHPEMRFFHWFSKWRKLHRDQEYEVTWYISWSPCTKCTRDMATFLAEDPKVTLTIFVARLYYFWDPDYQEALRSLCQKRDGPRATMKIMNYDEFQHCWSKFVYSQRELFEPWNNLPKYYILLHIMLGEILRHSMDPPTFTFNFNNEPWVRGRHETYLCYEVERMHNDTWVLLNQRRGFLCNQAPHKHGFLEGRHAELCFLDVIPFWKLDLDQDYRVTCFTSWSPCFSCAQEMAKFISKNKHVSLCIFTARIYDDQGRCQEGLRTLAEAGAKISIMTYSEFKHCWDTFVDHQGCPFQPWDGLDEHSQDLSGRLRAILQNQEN
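HeLa cells stably expressing Vif and C-terminally eYFP-tagged A3G, seeded overnight at 37 deg C, then exposed to compound by pintool overnight at 37 deg C. Rise in yellow fluorescence (Ex 488/Em 500-530, Acumen) marks blocked Vif-driven A3G degradation.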
Vif-APOBEC3F blk = qHTS for Inhibitors of Vif-A3F Interactions: qHTS; HeLa A3F-eYFP + Vif (tagged APOBEC3F with the HIV-1 protein that degrades it), YFP fluorescence increase; Potency, µM (top dose mostly 46.1 µM), inactives show top-dose activity, negative = active; hit rate 0.2% among 390,000; AID 602313, 2012; note: % of control where 0% means no effect; nearly all actives have a fitted effect of over 65% in size
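Fluorescence increase (Ex 488/Em 500-530) after overnight compound treatment at 37 deg C flags inhibition of Vif-driven A3F-eYFP loss in stable HeLa A3F-eYFP/Vif cells seeded overnight beforehand.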
mIDH1 inhibitor = qHTS for Inhibitors of mutant isocitrate dehydrogenase 1 (IDH1): qHTS; IDH1-R132H enzyme, NADPH consumption, diaphorase/resazurin fluorescence; hit rate 0.093% among 390,000; AID 602179, 2012; Isocitrate dehydrogenase [NADP] cytoplasmic (Homo sapiens), O75874; Potency, µM (top dose mostly 76.6 µM), for the others: at the top dose activity change, negative = inhibition, usual class: inhibitors; note: % is set by controls: 0 for no effect and ±100 for the full control effect; nearly all actives have a fitted effect of over 65% in size
Target sequence (O75874 whole entry R132H, stated change not applied): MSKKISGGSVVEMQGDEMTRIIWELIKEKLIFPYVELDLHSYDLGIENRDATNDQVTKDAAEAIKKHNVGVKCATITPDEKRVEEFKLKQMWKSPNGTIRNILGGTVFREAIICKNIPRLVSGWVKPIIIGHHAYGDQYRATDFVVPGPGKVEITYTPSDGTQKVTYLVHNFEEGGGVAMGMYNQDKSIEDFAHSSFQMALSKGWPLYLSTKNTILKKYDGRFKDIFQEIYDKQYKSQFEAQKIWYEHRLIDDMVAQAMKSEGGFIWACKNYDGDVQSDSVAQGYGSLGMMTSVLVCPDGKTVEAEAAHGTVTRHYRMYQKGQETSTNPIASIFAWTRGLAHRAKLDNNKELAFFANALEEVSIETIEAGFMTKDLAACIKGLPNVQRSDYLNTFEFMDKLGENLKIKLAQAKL
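IDH1-R132H (0.5 ug/mL) preincubated 30 min with compound, then NADPH (0.016 mM) and alpha-KG (2 mM) added; 80 min at RT, pH 7.5. Remaining NADPH coupled via diaphorase/resazurin to fluorescence (540/590 nm); concentration-response curves normalized to no-enzyme control.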
RGS4 inhibitor = Inhibitors of Regulator of G Protein Signaling (RGS) 4: qHTS. Potency, µM (highest dose often 114 µM), without a hit: top-dose activity change, negative = inhibition, usual class: inhibitors. AID 504845, 2011. Transcreener GDP fluorescence polarization, RGS4-accelerated GTP hydrolysis. hit rate 0.039% among 390,000. Regulator of G-protein signaling 4 (Homo sapiens), P49798; note: % is set by controls: 0 for no effect and ±100 for the full control effect; nearly all actives have a fitted effect of over 75% in size; some results filed as inactive show a strong effect at the top dose
Target sequence (P49798 whole entry, looked up): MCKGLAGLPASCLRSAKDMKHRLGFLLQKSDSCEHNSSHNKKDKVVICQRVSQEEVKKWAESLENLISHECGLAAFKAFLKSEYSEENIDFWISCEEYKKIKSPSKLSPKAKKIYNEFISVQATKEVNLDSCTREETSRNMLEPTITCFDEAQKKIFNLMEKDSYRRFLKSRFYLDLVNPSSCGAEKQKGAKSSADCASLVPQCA
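MLSMR compounds (23 nl, pin-transferred) preincubated 10 min at room temperature with a 500nM (2x) first reagent, then RGS4 at 900nM (2x) plus Transcreener GDP mix added; fluorescence polarization (620/688 nm) read before and after 90 min at 30 °C.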
RXFP1 ag = qHTS Assay for Agonists of the Relaxin Receptor RXFP1. AID 2676, 2010. HEK293T-RXFP1 cAMP TR-FRET, 30 min; response scale: percent of porcine relaxin response, buffer zero. hit rate 0.3% among 370,000. Potency, µM (titrated, usually from 57.5 µM), without a hit: at the highest dose activation, hits mostly activators; note: % is set by controls: 0 for no effect and ±100 for the full control effect; nearly all actives have a fitted effect of over 60% in size; many of its hits are not listed in these tables
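HEK293T cells stably expressing RXFP1 were pretreated with the PDE4 inhibitor Ro 20174, exposed to compounds for 30 min at 37C, lysed, and cAMP was read by TR-FRET. Data normalized to buffer (basal) and 29 nM porcine relaxin (100%).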
USP1 inh = Inhibitors of USP1/UAF1: Primary Screen | hit rate 0.23% among 390,000 | AID 743255, 2014 | Potency, µM (top dose mostly 57.1 µM), for the others: at the highest dose activity change, negative = inhibition, usual class: inhibitors | recombinant USP1/UAF1, Ub-Rhodamine cleavage fluorescence; note: % is set by controls: 0 for no effect and ±100 for the full control effect; nearly all actives have a fitted effect of over 60% in size; inactives centre near -12
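Step one: compound is pinned into 1nM USP1/UAF1 in HEPES pH 7.8 buffer with TCEP. Step two: 15 min room-temperature incubation. Step three: Ub-Rho (150nM final) starts cleavage, tracked by fluorescence over six one-minute reads.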
TrxR1 substrate = qHTS Assay for Substrates of Mammalian Selenoprotein Thioredoxin Reductase 1 (TrxR1): qHTS; purified TrxR1 substrate turnover, NADPH consumption readout; hit rate 0.01% among 390,000; AID 588456, 2011; Potency, µM (series often up to 114 µM), inactives show top-dose activity change, negative = substrate turnover; note: % is set by controls: 0 for no effect and ±100 for the full control effect; nearly all actives have a fitted effect of over 50% in size
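Rat TrxR1, dispensed at 90 nM, was prereduced with 400 uM NADPH (final) for 5 min at ~22 deg C, then incubated with compound 15 min before 400 uM selenite. A first-read NADPH fluorescence drop versus no-compound background flagged substrates.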
rTrxR1 inhibitor = qHTS Assay for Inhibitors of Mammalian Selenoprotein Thioredoxin Reductase 1 (TrxR1): qHTS. Thioredoxin reductase 1, cytoplasmic (Rattus norvegicus), O89049. recombinant rTrxR1, NADPH fluorescence consumption, selenite substrate. Potency, µM (top dose mostly 114 µM), inactives show top-dose activity change, negative = inhibition, actives largely listed as inhibitors. hit rate 1% among 390,000; note: % is set by controls: 0 for no effect and ±100 for the full control effect; nearly all actives have a fitted effect of over 65% in size
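Rat TrxR1 (90 nM in the dispensed reagent) was pre-reduced with 400 uM NADPH for 5 min at room temperature, then incubated with compound for 15 min. After 400 uM selenite was added, NADPH fluorescence (Ex 340/Em 450 nm) was followed for 8 min.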
12-LOX inh = Primary qHTS assay for inhibitors of human arachidonate 12S-lipoxygenase (ALOX12): Round 2. hit rate 1.1% among 580,000. purified 12hLO, xylenol orange hydroperoxide absorbance. Potency, µM (top dose mostly 108 µM), for the others: at the highest dose activity change, negative = inhibition, most hits filed as inhibitors; note: % is set by controls: 0 for no effect and ±100 for the full control effect
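Hydroperoxide product was detected by ferrous iron/xylenol orange as the 573 to 405 nm absorbance ratio. Arachidonic acid at 40 uM (final) was turned over for 30 min at room temperature by 150 nM human 12hLO, pH 7.0 Hepes buffer, after 15 min compound preincubation.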
Numbers without * were called inactive; u = inconclusive; x = no result given; [ ] = dose if it differs, or a comment. Calls come from the whole dose curve; as a rule, active = well fitted curve in the direction sought with a large enough effect; inconclusive = small, poorly fitted or top-dose-only effect, or another doubt; inactive = no such curve, though single readings can be large; an effect the other way counts as inactive or inconclusive. Potency is the fitted concentration of half-maximal effect. The list is partial; rates above refer to the full screens.

SMILES	Vif-APOBEC3G blk	Vif-APOBEC3F blk	mIDH1 inhibitor	RGS4 inhibitor	RXFP1 ag	USP1 inh	TrxR1 substrate	rTrxR1 inhibitor	12-LOX inh
O=C1CC(/C=C/c2ccccc2)=Nc2ccccc2N1	1.0%	-8.4%	12.5%	-1.9%	-0.3%	-16.9%	3.8%	8.6%	-13.7%
CS(=O)(=O)c1cc([N+](=O)[O-])c(Sc2nc3ccccc3[nH]2)c([N+](=O)[O-])c1	u	-1.6%	0.7%	u	-0.7%	-2.0%	-7.1%	1.26µM*	u
CN1C(=O)CC(Sc2ccccc2C(=O)O)C1=O (stereo not given)	-3.3%	-3.5%	-2.2%	32.2%	2.5%	4.0%	7.3%	-5.3%	-26.4%
CC(=O)c1cc(NC(=O)c2ccc([N+](=O)[O-])cc2)c(=O)oc1C	0.6%	-10.7%	6.3%	-47.0%	4.4%	u	-5.0%	-36.8%	4.5%
OCCNc1ncnc2c1cnn2Cc1ccccc1	3.9%	0.4%	0.0%	12.1%	4.6%	-10.2%	-3.6%	17.0%	13.3%
N#Cc1c(N)nc(SCc2ccccc2)c(C#N)c1-c1ccco1	-11.0%	u	-1.3%	-14.8%	11.4%	-6.6%	18.6%	u	-61.4%
O=C(CCn1nnc2ccccc21)Nc1nnc(-c2ccccc2F)s1	0.0%	-5.2%	-1.4%	2.2%	0.7%	-8.8%	14.2%	32.9%	4.8%
CC1CN(C(=O)N[C@@H](Cc2ccccc2)C(=O)O)CC(C)O1 (stereo not given in full)	-4.1%	-5.5%	9.1%	-14.0%	1.6%	-17.1%	-19.7%[57.1 µM]	9.4%[57.1 µM]	u
CC1CCN(C(=O)CCCOc2cc(=O)n(C)c3ccccc23)CC1	-2.5%	-3.3%	4.1%	0.1%	0.4%	-7.9%	6.5%	8.1%	-21.2%
COc1cc(C2C(C#N)=C(N)Oc3cc(C)n(CC4CCCO4)c(=O)c32)cc2c1OCO2 (stereo not given)	-0.6%	-2.7%	4.5%	1.0%	3.1%	-5.1%	14.4%[57.1 µM]	-7.0%[57.1 µM]	7.9%
CCc1ccc(OCC(=O)N2CCc3ccccc32)cc1	-2.0%	-2.0%	-1.5%	1.4%	2.0%	-22.4%	-3.2%	13.1%	-9.1%
Cc1cccc(-c2nc3c(c(SCC(N)=O)n2)CCCC3)c1	-0.2%	-5.7%	-2.6%	7.5%	0.0%	-13.2%	-7.7%	-2.7%	-4.4%
CCc1nc(SCC(=O)O)c(C#N)c2c1CCCC2	0.4%	2.1%	0.2%	-40.5%	22.4%	-14.6%	4.1%	5.7%[57.1 µM]	1.3%
O=C(NCc1ccc(F)cc1)c1cc2c(=O)n3ccccc3nc2s1	x	x	x	-29.7%	1.9%	-23.0%	40.1%[activator]	u	u
COCCn1c(C)cc(C(=O)CSc2n[nH]c(N)n2)c1C	0.0%	0.5%	4.5%	8.6%	-0.1%	-14.3%	-4.4%	-15.1%	-15.7%
CC(C)(Oc1ccc(Cl)cc1)C(=O)OCC(=O)Nc1ncc(Cl)cc1Cl	-0.6%	-8.9%	7.2%	11.4%	1.1%	-10.1%	-2.9%[57.1 µM]	7.0%[57.1 µM]	0.0%
N#CCC(=O)NC(=O)NCC1CC1	-3.3%	-4.5%	4.0%	u	4.7%	-16.5%	0.6%	-17.2%	-1.0%
C[C@H](NC(=O)c1cc2cc(Cl)ccc2n1C)C(=O)N[C@@H](C(=O)O)c1ccccc1	1.5%	-6.8%	-1.0%	7.4%	4.5%	-16.7%	15.8%	19.8%	0.0%
COc1cc(C(O)P(=O)(OC(C)C)c2ccc(N(C)C)cc2)cc(OC)c1OC (stereo not given)	-7.6%	2.4%	2.1%	18.1%	1.0%	3.3%	5.2%[57.1 µM]	9.7%[57.1 µM]	-2.3%
CCc1ccc(Nc2cc(C(=O)NCCCN3CCOCC3)c3ccccc3n2)cc1	-7.6%	0.7%	12.7%	-33.6%	0.0%	2.7%	-2.7%	1.5%	u
Cc1ccc(NC(=O)CCS(=O)(=O)c2ccccc2)cc1S(=O)(=O)N1CCCCCC1	0.6%	u	-8.2%	-10.6%	-0.7%	-0.6%	-5.2%[57.1 µM]	2.1%[57.1 µM]	-18.1%
CN1C(=O)[C@H]2[C@@H](/C=C/c3ccccc3)N3C(=O)CN(Cc4ccccn4)C(=O)[C@@]3(C)[C@H]2C1=O	0.6%	-7.3%	-2.4%	0.3%	1.1%	10.0%	-2.8%	-0.5%	30.0%
Cc1ccccc1OCc1nc2ccccc2n1C	-5.7%	-0.4%	0.0%	17.7%	0.2%	-20.8%	5.2%	15.5%	u
COc1ccc(S(=O)(=O)N(C)CC(=O)N2CCOCC2)cc1Cl	0.6%	-2.9%	-5.0%	-39.2%	0.3%	-1.8%	-4.2%	2.6%	-4.2%
CN(Cc1cnn(C)c1)Cc1nc(Cc2ccccc2Cl)no1	-0.4%	10.1%	-3.8%	5.7%	-2.5%	-23.4%	-3.4%[57.1 µM]	-3.4%[57.1 µM]	-7.8%

Some entries already given, reduced to TrxR1 substrate.
smiles	TrxR1 substrate
O=C1CC(/C=C/c2ccccc2)=Nc2ccccc2N1	3.8%
CS(=O)(=O)c1cc([N+](=O)[O-])c(Sc2nc3ccccc3[nH]2)c([N+](=O)[O-])c1	-7.1%

2 entries picked at random from the list so far, as already listed:
SMILES	Vif-APOBEC3G blk	Vif-APOBEC3F blk	mIDH1 inhibitor	RGS4 inhibitor	RXFP1 ag	USP1 inh	TrxR1 substrate	rTrxR1 inhibitor	12-LOX inh
OCCNc1ncnc2c1cnn2Cc1ccccc1	3.9%	0.4%	0.0%	12.1%	4.6%	-10.2%	-3.6%	17.0%	13.3%
COc1ccc(S(=O)(=O)N(C)CC(=O)N2CCOCC2)cc1Cl	0.6%	-2.9%	-5.0%	-39.2%	0.3%	-1.8%	-4.2%	2.6%	-4.2%

The listing picks up, starting 2 compounds before the break.
SMILES	Vif-APOBEC3G blk	Vif-APOBEC3F blk	mIDH1 inhibitor	RGS4 inhibitor	RXFP1 ag	USP1 inh	TrxR1 substrate	rTrxR1 inhibitor	12-LOX inh
COc1ccc(S(=O)(=O)N(C)CC(=O)N2CCOCC2)cc1Cl	0.6%	-2.9%	-5.0%	-39.2%	0.3%	-1.8%	-4.2%	2.6%	-4.2%
CN(Cc1cnn(C)c1)Cc1nc(Cc2ccccc2Cl)no1	-0.4%	10.1%	-3.8%	5.7%	-2.5%	-23.4%	-3.4%[57.1 µM]	-3.4%[57.1 µM]	-7.8%
O=C(Cn1c(=O)oc2ccccc21)NCCc1ccccc1Cl	-1.9%	0.8%	14.3%	-4.2%	0.0%	-7.9%	-3.7%	2.4%	2.8%
O=C(NCCCc1ccncc1)C1CCC(=O)N(Cc2ccc(Cl)cc2)C1 (stereo not given)	-0.2%	8.3%	-1.8%	18.9%	-1.5%	-2.5%	-7.8%	-10.8%	0.0%
CCOC(=O)C1CCN(S(=O)(=O)c2ccc(-n3cnnn3)c(C)c2)CC1	1.6%	-4.3%	0.3%	13.5%	-0.2%	-16.6%	11.2%	14.1%	-15.5%
COc1ccc(C2(C)NC(=O)N(CC(=O)N3CCc4ccccc43)C2=O)cc1OC (stereo not given)	0.9%	-0.7%	-5.9%	-7.1%	1.3%	-15.8%	-6.7%	9.7%	-3.4%
COC(=O)C(NC(=O)CCc1c(C)nc2c(-c3ccccc3)c(C)nn2c1C)C(C)C (stereo not given)	2.5%	-2.3%	0.8%	3.0%	0.8%	-9.3%	-2.6%	0.9%	-17.5%
O=C(Cn1nnc(-c2cc(C(F)(F)F)cc(C(F)(F)F)c2)n1)NNC(=S)Nc1ccc(Cl)cc1	-0.5%	-4.0%	-5.2%	-7.0%	-0.2%	-23.0%	-7.5%	-8.6%	17.8µM*
Cc1ccc(C)c(NC(=O)CSc2nnc([C@@H]3CCCN3C(=O)OC(C)(C)C)o2)c1	2.4%	-0.7%	5.8%	-16.1%	2.0%	1.1%	-12.6%	-2.2%	22.6%
O=C(CCC1CCCC1)NCCS(=O)(=O)N1CCN(c2ccccc2F)CC1	0.6%	-6.4%	-2.3%	-13.1%	-0.7%	-10.9%	-1.1%[57.1 µM]	-0.6%[57.1 µM]	-4.3%
O=C1CN(C(=O)/C=C/c2ccccc2F)c2ccccc2N1	4.5%	-1.7%	-2.3%	7.4%	-1.1%	-25.4%	0.9%	17.6%	-13.3%
O=C(Nc1cccc(F)c1)C1CCN(C(=O)c2ccc(Br)cc2)CC1	0.9%	-2.3%	3.7%	-5.7%	-2.4%	-15.9%	4.0%	6.9%	0.0%
CCOC(=O)/C(C#N)=C\c1cccnc1	-0.2%	-1.1%	-2.4%	-39.4%	0.2%	-6.5%	6.0%[57.1 µM]	-12.8%	-9.7%
